# RmlCD inh 1536 = blocks M. tuberculosis RmlC and RmlD coupled enzymes. RmlC+RmlD coupled enzyme assay, percent inhibition; primary screen in compound mixtures. AID 1533. hit rate 0.03% among 160,000. inhibition, % at 3.6 µM. P9WH09+P9WH11; in the data active = inhibition mostly above about 34%, no sharp cut-off; inconclusive = no clear call, values can overlap the other calls; inactive = mostly below about 22%; note: some results filed as inactive read as strong as hits
# Target sequence (P9WH09 whole entry, looked up): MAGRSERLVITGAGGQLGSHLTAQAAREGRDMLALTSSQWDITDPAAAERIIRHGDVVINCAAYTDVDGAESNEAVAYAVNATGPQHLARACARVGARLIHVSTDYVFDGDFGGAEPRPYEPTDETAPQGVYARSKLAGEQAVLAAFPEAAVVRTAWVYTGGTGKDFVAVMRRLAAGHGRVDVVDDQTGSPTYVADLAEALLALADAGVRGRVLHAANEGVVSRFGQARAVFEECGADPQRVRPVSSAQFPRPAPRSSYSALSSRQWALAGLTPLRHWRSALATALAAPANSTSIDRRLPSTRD
# Target sequence (P9WH11 whole entry, looked up): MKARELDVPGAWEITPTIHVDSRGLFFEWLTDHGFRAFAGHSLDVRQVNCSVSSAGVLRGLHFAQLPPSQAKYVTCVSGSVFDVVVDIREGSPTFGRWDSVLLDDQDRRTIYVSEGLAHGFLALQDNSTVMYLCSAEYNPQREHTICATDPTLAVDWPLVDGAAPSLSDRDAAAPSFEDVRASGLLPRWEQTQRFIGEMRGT
# GlmU inhibition = inhibition of mycobacterial GlmU enzyme – biochemical, glucosamine-1-phosphate acetyltransferase (AID 1376); one-dose inhibition, %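 (tested at 30 µM in the primary screen)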; IC50 in µM for titrated hits; M. tuberculosis GlmU acetyltransferase enzyme assay; higher % means a stronger effect; hit rate 0.25% among 220,000; in the data active = inhibition above about 13%; inconclusive = no clear call, values can overlap the other calls;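 note: 0% = complete reaction with vehicle and 100% = reaction without substrate; strong numbers were not always called active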
# Numbers without * were called inactive; u = inconclusive; x = not tested or not shown; & = joins results of further samples. These rows are one share of the data (hit frequency here may not be typical).
# Below each SMILES – GlmU inhibition | RmlCD inh 1536
1) CCOC(=O)C1CCCN(CC(=O)Nc2c(C(=O)OC)[nH]c3ccc(Br)cc23)C1 (stereo not drawn)
  0.8% | x
2) CCc1ccccc1NC(=O)CN(C)C(=O)CSc1nn(-c2ccc(F)cc2)c(=S)s1
  -1.2% | 22
3) O=C(NCc1ccccc1)c1ccc2nnsc2c1
  -1.4% | 6
4) COc1ccc(-n2cc(C#N)c(=O)n(Cc3ccc(F)cc3)c2=O)cc1
  -3.9% | -7
5) O=C(Nc1cccc(C(F)(F)F)c1)c1cc(-c2cccs2)on1
  6.5% | x
6) O=C(Nc1ccccc1C(F)(F)F)c1cccnc1
  -1.4% | x
7) CC(NC(=O)c1ccccc1NC(=O)CSc1nnnn1C)c1ccccc1 (stereo not drawn)
  5.9% | -10
8) Brc1ccc(C2=CSC3=NCCN23)cc1
  -1.3% | x
9) CCOC(=O)c1sc(NC(=O)CSc2nc3ccccc3o2)c(C(=O)OCC)c1C
  1.0% | x
10) CCOC(=O)C(C)Sc1nnc(Cc2cc(=O)[nH]c(=O)[nH]2)n1-c1ccc(Cl)cc1 (stereo not drawn)
  2.4% | 7
11) CCCCn1c(=O)c(CCC(=O)OC(C)C(=O)Nc2cccc(Cl)c2Cl)nc2ccccc21 (stereo not drawn)
  0.0% | 6
12) CCN(CC)S(=O)(=O)c1ccc(C)c(NC(=O)COc2ccc(Cl)cc2Br)c1
  0.0% | 9
13) CCOC(=O)c1[nH]c2ccc(Br)cc2c1NC(=O)CCN1CCN(C(=O)OCC)CC1
  1.2% | 8
14) O=c1cc(NS(=O)(=O)c2ccccc2)nc(SCc2ccccc2Cl)[nH]1
  -1.5% | -11
15) Cc1ccc(Cl)c2c1NC(=O)C2(O)CC(=O)c1ccc(Br)cc1 (stereo not drawn)
  1.8% | -9
16) Cc1cc(C)n2nc(CC(=O)NC3CCCC(C)C3C)nc2n1 (stereo not drawn)
  2.1% | -11
17) O=C(COC(=O)c1ccc(Br)cc1)NCCN1C(=O)CSC1=O
  -1.3% | x
18) Cc1cc(C(=O)NCCCN2CCOCC2)n(-c2ccccc2)n1
  2.8% | 5
19) Cc1ccccc1N(CC(N)=O)S(C)(=O)=O
  4.2% | 7
20) CC1CCN(S(=O)(=O)c2ccc(NN=C(C#N)C#N)cc2)CC1
  7.6% | x
21) CC(C)n1nnc2ccccc2c1=O
  0.5% | -3
22) O=c1[nH]c(=O)n(-c2ccc(F)cc2)c(O)c1C=Nc1ccccc1N1CCCC1
  -2.3% | 20
23) Cc1cc(C)c2cc(CN(CCO)C(=O)NC3CCCCC3)c(=O)[nH]c2c1
  -3.0% | 3
24) Cc1ccc2[nH]c(=O)c(CNS(=O)(=O)c3ccccc3)c(-c3ccccc3)c2c1
  -0.2% | x
25) COc1ccccc1Nc1ccc(C(=O)O)cc1[N+](=O)[O-]
  -1.1% | 13
26) CCCN(CCC)C(=O)CSc1nc2ccccc2c(=O)n1CC1COc2ccccc2O1 (stereo not drawn)
  0.3% | -7
27) CCOC(=O)N1CCN(c2nc(-c3cccc(OC)c3)cc(C(F)(F)F)n2)CC1
  1.9% | 6
28) Nc1ccc(C(=O)Nc2cccc(N)c2)cc1
  11% | -3
29) CCOc1ccc2[nH]c(=O)c(CN(Cc3cccs3)C(CC)c3nnnn3C(C)(C)CC)cc2c1 (stereo not drawn)
  -0.4% | x
30) O=C1CCN(C(=O)c2ccccc2)C2CCCCC12 (stereo not drawn)
  7.0% | x
31) CCOc1ccccc1NS(=O)(=O)c1cn(C)nc1C
  0.2% | -14
32) Nc1cccc(-c2nc3ccccc3s2)c1
  -5.3% | -3
33) Cc1noc(NC(=O)c2c(-c3c(Cl)cccc3Cl)noc2C)c1[N+](=O)[O-]
  5.4% | 7
34) CN1C(=O)c2ccccc2C(C(=O)NCC2CCCO2)C1c1c[nH]c2ccccc12 (stereo not drawn)
  -5.0% | 2
35) COc1cc(C(=O)OCc2cc3ccccc3[nH]c2=O)cc(OC)c1OC
  -2.1% | 6
36) CN1C(=S)SC(/[N+]([O-])=C\c2ccco2)C1(C)C (stereo not drawn)
  2.3% | x
37) CCC1(CC)C(=O)C2=C3C1[C@H](C(=O)OC)C=C(C(=O)OC)C[C@H]3n1c(=O)n(-c3ccccc3)c(=O)n1[C@H]2C (stereo partly drawn)
  -4.8% | x
38) COc1ccc(C2/C=C\CNCC(=O)N2Cc2ccc(F)cc2)cc1 (stereo not drawn)
  2.0% | x
39) Cc1cc(-c2ccccc2)nc(N(C)NC(=O)c2ccc(Cl)cc2)c1S(C)(=O)=O
  8.1% | 0
40) O=C(Cn1c(=O)n2ncnc2c2c3c(sc21)CCCC3)c1ccccc1
  3.9% | -2
41) CC(=O)N1CCN(C(=S)NC(=O)C23CC4CC(CC(C4)C2)C3)CC1
  9.4% | -9
42) CN(C)CCCN(C(=O)c1sc2ccccc2c1Cl)c1nc2c(F)cccc2s1
  -2.1% | 7
43) CCN(CC(=O)Nc1c(C(=O)OC)[nH]c2ccccc12)c1ccc2c(c1)OCO2
  3.5% | x
44) COC(=O)/C=C/C(=O)N1CCN(c2ccccc2)CC1
  2.6% | 9
45) COc1ccc(-c2cc(C(=O)O)c(C)o2)cc1OC
  -1.0% | x
46) COC(=O)CCn1c(C)cc(C(=O)COc2ccccc2C(N)=O)c1C
  5.6% | 2
47) COc1ccccc1-c1c(C#N)c(N)nc2c1CCc1ccccc1-2
  -3.0% | -5
48) O=C(Nc1ccc(Cc2ccncc2)cc1)C1CCC(N2C(=O)C3C4C=CC(C4)C3C2=O)CC1 (stereo not drawn)
  1.6% | x
49) Cc1ccsc1/C=N/N=C1\C(=O)Nc2ccccc21
  -0.7% | 6
50) CN(C)c1ccc(NS(=O)(=O)c2cccc(Cl)c2)cc1
  -0.9% | -7
51) CCN(CC)S(=O)(=O)c1ccc2oc(C(=O)NCC3COc4ccccc4O3)c(C)c2c1 (stereo not drawn)
  -2.7% | -1
52) O=C(NN1CCCCC1)c1ccccc1
  -0.8% | 3
53) CCOC(=O)c1c(NC(=O)CSc2nnnn2-c2ccc3c(c2)OCCO3)sc(C)c1C
  -2.0% | -9
54) Cc1ccc(N=C(NOC(=O)c2ccccc2)c2nonc2N)c(C)c1
  -0.7% | 10
55) CC(C)c1ccc(N(CC(=O)NCC2CCCO2)C(=O)Cn2nnc(-c3cccs3)n2)cc1 (stereo not drawn)
  -4.2% | x
56) Cc1ccc(SC(C)C(=O)Nc2ccccc2C(=O)N2CCOCC2)cc1 (stereo not drawn)
  -3.0% | x
57) COc1ccc(C(=O)NC(C(=O)NCC2CCCO2)C(C)C)cc1 (stereo not drawn)
  6.9% | 6
58) Cc1c(-c2ccc(Br)cc2)[n+](=O)c2c(n1[O-])CCCC2
  -7.4% | 11
59) Cc1cc([N+](=O)[O-])ccc1NC(=O)c1ccc(NC(=O)C(C)C)cc1
  -2.7% | -8
60) CC1=C(C)C(=O)N(c2ccccn2)C1=O
  0.1% | x

# Continuation:
# Below each SMILES – GlmU inhibition | RmlCD inh 1536
61) Cc1cc(C)nc(NS(=O)(=O)c2ccc(NC(=O)CCN3C(=O)c4ccccc4C3=O)cc2)n1
  -1.6% | -1
62) O=c1c(Cc2c(F)cccc2Cl)c(O)ccn1C1CCCCCC1
  -0.1% | -9
63) Cc1ccc(NC(=O)CCS(=O)(=O)c2cccc3nonc23)cc1
  -0.9% | -2
64) CN(C)c1ccc(C2C3CCCc4ccccc4C3=NN2C)cc1 (stereo not drawn)
  2.9% | x
65) CCCNc1ccc(S(=O)(=O)N(CC)CC)cn1
  2.0% | -1
66) C=CCNc1ncnc2c1[nH]c1ccccc12
  -1.7% | x
67) CCOc1ccccc1-n1c(C)cc(C=O)c1C
  -7.3% | -3
68) CCOc1ccc(C2SCC(=O)N2c2c(C)n(C)n(-c3ccccc3)c2=O)cc1 (stereo not drawn)
  -4.1% | -10
69) O=C(CNC(=O)c1ccncc1)N/N=C/c1ccc(O)cc1O
  3.4% | 5
70) CCCC/C(O)=C1\C(=O)CC(C)(C)CC1=Nc1ccccc1OC
  -1.3% | 6
71) CC1(c2nnc(-c3ccncc3)o2)CC(c2c(Cl)cccc2Cl)=NO1 (stereo not drawn)
  -4.8% | x
72) O=C1NC(c2ccncc2)C(C(=O)c2cccs2)C(O)(C(F)(F)F)N1 (stereo not drawn)
  -0.8% | 5
73) COc1ccc(N(CC(=O)N/N=C/c2cccs2)S(=O)(=O)c2ccccc2)cc1
  2.5% | 5
74) CS(=O)(=O)N(CC(=O)NCCC1=CCCCC1)c1ccc2c(c1)OCO2
  1.5% | x
75) CC(Sc1nc(-c2ccco2)nc2c1c(=O)n(C)c(=O)n2C)C(=O)O (stereo not drawn)
  1.5% | x
76) COCCN(C(=O)Cn1nnc2ccccc21)C(C(=O)NC1CCCCC1)c1ccc(OC)cc1OC (stereo not drawn)
  -1.4% | x
77) C=CCNc1nc(Nc2ccc([N+](=O)[O-])cc2)nc(N2CCCC2)n1
  -1.4% | u
78) COc1c(F)c(F)c(C(=O)Nc2ccccc2N2CCN(C(C)=O)CC2)c(F)c1F
  4.9% | x
79) Cc1cc(Oc2nc3c(C)cccn3c(=O)c2/C=C(\C#N)S(=O)(=O)c2ccc(Cl)cc2)ccc1Cl
  -0.7% | 7
80) COc1ccc(Cl)cc1N1C(=O)C2CCCN2C1c1ccccc1F (stereo not drawn)
  -1.2% | 8
81) COC(=O)NNC(=O)COc1ccccc1C
  1.7% | 4
82) O=C(CC12CC3CC(CC(C3)C1)C2)N1CCCOC1
  12% | -8
83) Cc1cc(Cl)c(S(=O)(=O)N(C)C)cc1OCC(N)=O
  1.2% | x
84) N/C(Cc1ccccc1)=N\OC(=O)c1cccc2ccccc12
  -7.0% | 1
85) CNc1nc(C)c(C(=O)OCc2ccccc2)s1
  -8.7% | -6
86) CC(=O)OC(C(=O)NCCN1CCOCC1)c1c(F)cccc1F (stereo not drawn)
  3.1% | x
87) COC(=O)c1sc2ccccc2c1NC(=O)c1ccc(S(=O)(=O)N2CC(C)CC(C)C2)cc1 (stereo not drawn)
  0.8% | x
88) OC(C#CCN1CCCC1)c1ccccc1 (stereo not drawn)
  -1.9% | x
89) CCCNC(=O)C1(CC2CC(c3ccccc3)=NO2)CCN(C(=O)Cc2ccc(F)cc2)CC1 (stereo not drawn)
  2.0% | x
90) O=c1c2c([nH]c3ccccc13)C(=C1CCCC1)CC2
  2.1% | x
91) Cc1ccc(/C=N/N2CCN(Cc3ccccc3)CC2)cc1
  5.0% | 7
92) O=C(C1=C[C@H](c2csc3ccccc23)C[C@H](OCc2ccc(CO)cc2)O1)N1CCN(Cc2ccc3c(c2)OCO3)CC1
  3.3% | x
93) O=C(CN1CCCCC1)NC(=O)NCc1ccccc1
  -2.0% | -9
94) CCOC(=O)c1nnn(-c2nonc2-n2cccc2)c1CN1CCC(C(=O)OCC)CC1
  0.0% | x
95) O=C(CN1C(=O)C2CC=C(Cl)CC2C1=O)Nc1ccc(C(=O)O)cc1 (stereo not drawn)
  1.1% | 1
96) CCCN1C(=O)/C(=C/c2nc3ccccc3c(=O)[nH]2)c2ccccc21
  3.2% | -10
97) O=C(O)c1ccc2c(c1)C1C(Cl)C(Sc3ccccc3[N+](=O)[O-])CC1C(c1cccc([N+](=O)[O-])c1)N2 (stereo not drawn)
  11% | 3
98) CCO[C@@H]1OC(C(=O)O)=C[C@H](c2ccc(C(F)(F)F)cc2)[C@H]1CCCO
  -0.3% | x
99) COc1ccccc1-n1nnnc1SCc1cc2c(cc1Br)OCO2
  0.6% | 3
100) CCOC(=O)c1c(NC(=O)C2=C(C)NC(=S)NC2c2ccc(F)cc2F)sc(C)c1C (stereo not drawn)
  2.1% | 1
101) CCCCn1c(O)c(C=NCCCn2ccnc2)c(=O)[nH]c1=O
  -3.6% | 14
102) Cc1onc2c(=O)n(-c3ccccc3)nc(-c3ccccc3)c12
  2.3% | -7
103) CCOc1ccc(-c2[nH]nc3c2C(c2cccnc2)C(C#N)=C(N)O3)cc1 (stereo not drawn)
  -1.0% | 5
104) COc1cccc(CN2CCNC(=O)C2CC(=O)NCc2cn3ccccc3n2)c1OC (stereo not drawn)
  2.7% | -4
105) O=C(COC(=O)c1cc(S(=O)(=O)N2CCOCC2)ccc1O)NCC1CCCO1 (stereo not drawn)
  0.1%&7.4% | 15
106) CC(C)Cn1c(N)c(C(=O)COC(=O)c2ccc([N+](=O)[O-])o2)c(=O)n(C)c1=O
  3.2% | 14
107) Cc1ccc(NC(=O)COc2ncnc3cc([N+](=O)[O-])ccc23)cc1S(=O)(=O)N1CCOCC1
  3.6% | 1

# Pulled by structure from the list above:
# Below each SMILES – GlmU inhibition | RmlCD inh 1536
104) COc1cccc(CN2CCNC(=O)C2CC(=O)NCc2cn3ccccc3n2)c1OC (stereo not drawn)
  2.7% | -4
102) Cc1onc2c(=O)n(-c3ccccc3)nc(-c3ccccc3)c12
  2.3% | -7
106) CC(C)Cn1c(N)c(C(=O)COC(=O)c2ccc([N+](=O)[O-])o2)c(=O)n(C)c1=O
  3.2% | 14
101) CCCCn1c(O)c(C=NCCCn2ccnc2)c(=O)[nH]c1=O
  -3.6% | 14
107) Cc1ccc(NC(=O)COc2ncnc3cc([N+](=O)[O-])ccc23)cc1S(=O)(=O)N1CCOCC1
  3.6% | 1
103) CCOc1ccc(-c2[nH]nc3c2C(c2cccnc2)C(C#N)=C(N)O3)cc1 (stereo not drawn)
  -1.0% | 5
105) O=C(COC(=O)c1cc(S(=O)(=O)N2CCOCC2)ccc1O)NCC1CCCO1 (stereo not drawn)
  0.1%&7.4% | 15

# One compound at a time, as listed above.
# `O=C1NC(c2ccncc2)C(C(=O)c2cccs2)C(O)(C(F)(F)F)N1` (stereo not drawn) as listed: GlmU inhibition: -0.8%; RmlCD inh 1536: 5
# `COc1ccc(Cl)cc1N1C(=O)C2CCCN2C1c1ccccc1F` (stereo not drawn) as listed: GlmU inhibition: -1.2%; RmlCD inh 1536: 8
